RTF Ca sens inh: cardiac RTF calcium desensitization. P19429+P45379. IANBD-labeled cardiac RTF, Ca2+ fluorescence. inhibition, % at 7.15 µM. 0.12% of 340,000 active. AID 493244;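 active = inhibition above the mean inhibition of all tested compounds plus 3 SD, cut at about 17% in these data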;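 note: assay run at fixed EC70 calcium of 1.6 mM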
PvdQ acylase: blocks Pseudomonas aeruginosa PvdQ acylase activity | purified PvdQ acylase, fluorescence plate reader | inhibition, % at 10 µM | 0.063% of 340,000 active; in the data active = inhibition above about 30%, passing the limit was not always enough; inconclusive = no clear call, values can overlap the other calls;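 note: 0% = vehicle neutral wells and 100% = reference inhibitor wells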
NSD2 inh: blocks human histone methyltransferase NSD2 | 0.54% of 310,000 active | NSD2 peptide methylation, AlphaScreen, 120 min | inhibition, % at 12.5 µM | O96028 | AID 743445; in the data active = inhibition above about 50%
Target sequence (O96028 whole entry, looked up): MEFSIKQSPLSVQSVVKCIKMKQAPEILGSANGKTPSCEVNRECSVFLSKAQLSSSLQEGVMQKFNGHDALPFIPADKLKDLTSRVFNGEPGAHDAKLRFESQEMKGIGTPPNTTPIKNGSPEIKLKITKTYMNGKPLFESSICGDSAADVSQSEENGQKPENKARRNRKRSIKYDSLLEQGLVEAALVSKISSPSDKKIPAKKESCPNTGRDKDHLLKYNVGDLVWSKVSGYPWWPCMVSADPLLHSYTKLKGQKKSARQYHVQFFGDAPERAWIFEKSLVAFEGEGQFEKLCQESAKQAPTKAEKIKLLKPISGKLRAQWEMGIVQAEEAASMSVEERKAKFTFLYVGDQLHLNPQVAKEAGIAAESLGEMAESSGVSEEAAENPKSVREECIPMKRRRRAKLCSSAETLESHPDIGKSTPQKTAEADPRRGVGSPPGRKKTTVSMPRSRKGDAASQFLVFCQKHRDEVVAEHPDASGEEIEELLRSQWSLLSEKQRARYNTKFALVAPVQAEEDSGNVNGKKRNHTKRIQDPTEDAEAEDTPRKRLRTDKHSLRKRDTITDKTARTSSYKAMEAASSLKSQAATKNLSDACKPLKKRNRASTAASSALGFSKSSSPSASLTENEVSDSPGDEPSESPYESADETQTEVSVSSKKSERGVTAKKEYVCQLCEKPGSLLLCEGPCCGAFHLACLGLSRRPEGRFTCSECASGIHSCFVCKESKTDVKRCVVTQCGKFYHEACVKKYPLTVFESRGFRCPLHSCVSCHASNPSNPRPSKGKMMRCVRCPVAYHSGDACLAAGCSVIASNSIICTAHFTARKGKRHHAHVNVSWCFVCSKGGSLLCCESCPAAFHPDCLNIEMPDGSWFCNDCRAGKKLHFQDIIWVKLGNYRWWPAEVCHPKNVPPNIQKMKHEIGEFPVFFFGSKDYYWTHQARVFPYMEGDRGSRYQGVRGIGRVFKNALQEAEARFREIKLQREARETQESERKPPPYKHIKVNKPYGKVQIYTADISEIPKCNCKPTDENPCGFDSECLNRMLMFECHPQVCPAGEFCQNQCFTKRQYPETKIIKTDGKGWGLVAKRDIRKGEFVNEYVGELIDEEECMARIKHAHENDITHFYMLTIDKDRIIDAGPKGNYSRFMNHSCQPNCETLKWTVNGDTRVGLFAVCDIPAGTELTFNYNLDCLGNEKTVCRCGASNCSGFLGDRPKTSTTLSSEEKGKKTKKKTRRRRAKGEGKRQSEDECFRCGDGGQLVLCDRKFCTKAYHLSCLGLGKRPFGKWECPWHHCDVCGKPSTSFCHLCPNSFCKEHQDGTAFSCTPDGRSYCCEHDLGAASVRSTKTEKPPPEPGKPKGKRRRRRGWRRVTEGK
Rtt109 HAT inh: C. albicans Rtt109 histone acetyltransferase inhibition; Q5AAJ8; purified Rtt109/Vps75, ThioGlo CoA-SH fluorescence, 4 h; inhibition, % at 34.9 µM; 0.16% of 330,000 active;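 active = inhibition of at least 50% in every replicate; inconclusive = best replicate reaches 50% inhibition but some replicates fall short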
cardiac RTF act: increases calcium sensitivity of human cardiac regulated thin filaments; 0.24% of 340,000 active; AID 493008; activation, % at 7.2 µM; IANBD-labeled TnC RTF fluorescence at EC20 calcium; 0% EC20 calcium, 100% full calcium;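 active = activation above the mean over all tested compounds plus 3 SD, cut at about 30% in these data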;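 note: rise in fluorescence read as greater calcium sensitivity of cardiac thin filaments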
Keap1 Nrf2 FP: inhibitors of human Keap1-Nrf2 protein-protein interaction. 0.15% of 340,000 active. Keap1 Kelch-Nrf2 peptide fluorescence polarization, 1536-well. Q14145. inhibition, % at 9.4 µM; in the data active = inhibition above about 12%; inconclusive = no clear call, values can overlap the other calls; inactive = below about 7.3%;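 note: human Keap1 Kelch domain with fluorescein labeled Nrf2 9mer peptide probe; 0% = neutral control wells and 100% = peptide positive control; higher means more block of Keap1 binding to Nrf2 peptide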
PfHsp90 set2: inhibits growth of yeast expressing Plasmodium falciparum Hsp90; S. cerevisiae expressing PfHsp90, BacTiter-Glo ATP, 48 h; yeast lacking PDR1 and PDR3 efflux regulators; inhibition, % at 9.4 µM; 0.32% of 310,000 active;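 active = every replicate shows inhibition above about 80%, whatever the replicate mean, limit read from the data; inconclusive = mean inhibition reaches the set limit but some replicate falls short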;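 note: 0% = DMSO neutral controls and 100% = 20 µM radicicol positive controls; yeast relying on Plasmodium falciparum Hsp90 in place of its own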
SUMO Mot1 rescue: blocks SUMOylation pathway, rescuing yeast Mot1-301 growth. S. cerevisiae Mot1-301 growth rescue, ATP luminescence, 38.5C; percent above DMSO median, 100 means doubled. growth rescue, % at 18.8 µM. 1% of 320,000 active. AID 2716;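 active = every valid replicate shows activation above 250% relative to neutral control wells; inactive = the rest, any valid replicate at or below 250%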;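 note: OY570 slx delta 5 strain wells were the positive control but not used for scaling; some compounds called inactive have numbers as strong as hits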
C-LANA FP: blocks KSHV LANA C-terminal domain binding to DNA | inhibition, % at 9 µM | MBP-C-LANA/FAM-LBS DNA binding, fluorescence polarization | AID 504423 | 0.078% of 340,000 active;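 active = highest replicate inhibition at or above 60% at 9 µM, even if other replicates fall short; inactive = all replicates below 60% inhibition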;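 note: 0% = neutral control wells and 100% = 4 µM acridine orange control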
CDK5 p35 inh: blocks human CDK5/p35 kinase activity; AID 488839; inhibition, % at 10 µM; Recombinant CDK5/p35, ADP-Glo luminescence, 60 min; Q00535+Q15078; 0.01% of 330,000 active;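 active = highest replicate inhibition of at least 50% and at least 75% of replicates reaching 50%; inconclusive = only one of the two criteria met; inactive = both criteria failed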;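 note: plate controls were DMSO neutral control for no effect and GW8510 at 10 µM for full effect; many of its hits are not listed in these tables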
dFosB activator: mouse delta FosB homodimer activation. P13346. purified delta FosB, TAMRA-CDK5 oligo fluorescence polarization; percent of positive-control signal above neutral wells. activation, % at 25 µM. 0.99% of 340,000 active;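 active = mean activation above about 17%, with every replicate also reaching it, limit read from the data, passing the limit was not always enough; inconclusive = only one of the two conditions met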;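 note: fluorescence polarization rise as delta FosB binds a TAMRA Cdk5 AP-1 oligo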
Starred values were filed as active, the others as inactive; ? = inconclusive; . = no result given; + = active, no number.

SMILES | RTF Ca sens inh | PvdQ acylase | NSD2 inh | Rtt109 HAT inh | cardiac RTF act | Keap1 Nrf2 FP | PfHsp90 set2 | SUMO Mot1 rescue | C-LANA FP | CDK5 p35 inh | dFosB activator
CC(C)(C)C1CCC(C(=O)Nc2cccnc2)CC1 (configuration not stated) | -2 | -16 | 1 | 1 | -2 | -3 | . | 76 | -1.4 | 1.7 | -8
CCOC(=O)N1CCC(NC(=O)C2CCN(c3ccc(N4CCOCC4)nn3)CC2)CC1 | 1 | -2 | . | -47 | 0 | -2 | -21 | 4 | 2.1 | -0.1 | -4
CCN(CC)S(=O)(=O)c1c(Br)cc(C)cc1Br | -6 | -19 | -3 | -2 | 0 | 1 | 11 | -4 | 1.2 | 0.9 | 8
CCCCOC(=O)c1ccc(Nc2ccc([N+](=O)[O-])cn2)cc1 | -10 | -11 | -1 | 4 | -1 | 1 | 4 | -7 | 0.8 | -1.1 | 0
COc1ccc(C(=O)NC(=S)Nc2ccc(Cl)cn2)cc1OC | -12 | -5 | -4 | . | 4 | 0 | 15 | 245 | 1.0 | -1.9 | -18
Cc1cc(=O)oc2c3c(cc(OCC(=O)NCc4ccco4)c12)OC(C)(C)CC3 | 4 | -20 | . | -6 | -4 | -2 | -1 | -4 | -0.3 | 0.6 | -21
CCOC(=O)Cc1nnc(Nc2ccc(C(=O)NC)cc2)c2ccccc12 | 0 | -24 | -2 | -6 | 9 | -1 | -1 | 2 | 0.0 | 0.7 | -7
O=C(NCc1ccco1)c1cc2n(n1)C(C(F)(F)F)CC(c1ccc(Cl)c(Cl)c1)N2 (configuration not stated) | 1 | -5 | 0 | -14 | -1 | 2 | . | -15 | 1.9 | -0.3 | 0
CCN(CC)C(=O)CSc1nc2ccccc2c(=O)n1-c1cccc(OC)c1 | 0 | -10 | -8 | -4 | -3 | -2 | -5 | -2 | 0.3 | 1.1 | -2
O=C(OCc1nc2ccsc2c(=O)[nH]1)c1ccco1 | -1 | 4 | 0 | 43 | 0 | -2 | 0 | 651* | -1.7 | 0.2 | -4
O=[N+]([O-])c1ccccc1CNCCCCCO | -1 | -17 | . | 5 | 4 | -5 | -3 | 10 | 1.2 | -1.6 | 4
CCS(=O)(=O)Nc1ccc(NC(C)=O)cc1 | -4 | -16 | 0 | -3 | 3 | 0 | 11 | 9 | -0.6 | 0.2 | -5
Cc1nc(C(=O)Nc2ccccc2Cl)cc2c1[nH]c1ccccc12 | 1 | -5 | -1 | 0 | 2 | 0 | -23 | 32 | 1.1 | 0.6 | -5
C/C(CC(=O)Nc1ccccn1)=N\NC(=O)c1cnccn1 | 0 | -17 | -7 | -2 | 0 | -3 | 9 | -7 | 1.1 | -0.9 | -3
Cn1c(-c2ccc(Cl)cc2)cnc1NCc1cc2c(cc1[N+](=O)[O-])OCO2 | 3 | -9 | 5 | 8 | -1 | -7 | -6 | -1 | -0.6 | -0.5 | ?
O=C(COC(=O)c1ccc(Cl)cc1[N+](=O)[O-])NCc1ccco1 | 1 | 18 | 6 | 5 | -5 | -4 | -25 | 2 | -1.3 | 0.6 | -9
O=C(O)c1ccc(N2C(=O)CC(N3CCN(c4cccc(C(F)(F)F)c4)CC3)C2=O)cc1 (configuration not stated) | -3 | -8 | 4 | 4 | 3 | -5 | -2 | -4 | 1.9 | -1.3 | 3
COc1ccc(CC(=O)OCC(=O)Nc2ccc3c(c2)OCCO3)cc1OC | -5 | -14 | 1 | 5 | -2 | -5 | -19 | 0 | -0.3 | 0.1 | 6
Cc1ccccc1OCC(=O)Nc1ccc(N2CCOCC2)cc1N1CCOCC1 | -10 | -13 | 3 | 0 | -6 | -2 | -12 | -14 | -1.6 | 0.2 | -15
CCOC(=O)c1c(N)n[nH]c1-c1ccccc1 | 14 | 1 | . | 5 | 9 | -1 | -8 | -11 | -1.3 | 4.6 | -4
Cc1ccc(/C=N/N2CCN(C3c4ccccc4-c4ccccc43)CC2)o1 | -3 | -10 | 5 | 0 | -1 | 0 | 0 | 65 | 0.2 | 2.3 | -2
COc1cc(C(=O)NC2CCCc3ccccc32)cc(OC)c1C (configuration not stated) | -7 | 6 | 12 | 10 | 2 | -3 | -3 | 56 | 1.2 | 2.1 | -8
S=C(NCCN(C1CCCCC1)C1CCCC1)Nc1cccc(Cl)c1 | 4 | -5 | 5 | -14 | 6 | 1 | 11 | 63 | -0.4 | -0.2 | 15
CC(=O)N1c2ccc(S(=O)(=O)NCc3ccccc3Cl)cc2CC1C (configuration not stated) | -1 | -12 | -1 | 5 | 2 | -5 | 4 | 9 | -1.1 | 0.7 | -13
CCOC(=O)C(C)(C)Sc1nc2c(cnn2-c2ccc(C)cc2)c(=O)[nH]1 | -1 | -2 | . | 2 | 0 | -1 | -50 | 373* | -1.4 | -0.4 | -4
COc1cc(C(=S)N2CCCC2)ccc1OCc1ccccc1 | -6 | -13 | 1 | -3 | -7 | -3 | -16 | 8 | 3.7 | 1.0 | -10
COc1cc2c(cc1OC)C(C)N(C(=O)c1cc(Cl)nc(Cl)c1)CC2 (configuration not stated) | 1 | 24 | 3 | -3 | -1 | 2 | -3 | -1 | 0.6 | 1.4 | -3
C=CCN(CC=C)CCOc1ccc2ccccc2c1 | 1 | -3 | 7 | . | -2 | 1 | 43 | 24 | -0.9 | 0.0 | 8
Cc1[nH]c(C)c2c(=O)n(-c3ccccc3)ncc12 | -2 | 11 | . | 4 | 9 | 5 | 8 | -18 | 0.8 | -0.2 | -4
C=CCOC(=O)C1=C(C)Nc2[nH]c(=O)[nH]c(=O)c2C1c1ccccc1 (configuration not stated) | -5 | -6 | -2 | 5 | 3 | 0 | -18 | 238 | 1.6 | 0.6 | -3
Cc1cc(NC(=O)CSc2nc(-c3ccccc3)c(C#N)c(=O)[nH]2)no1 | -10 | -2 | 0 | 1 | 10 | -7 | -9 | . | 0.1 | -1.3 | 1
O=C1CS/C(=C/C(=O)c2ccccc2)N1 | -4 | -9 | 0 | 1 | 1 | -6 | -4 | 1 | -1.1 | 2.0 | 0
Cc1cc(C)nc(N/N=C/c2ccccc2OCc2ccc(Br)cc2)n1 | -4 | -1 | -1 | 3 | 0 | 3 | -16 | 4 | 4.2 | -0.2 | -5
Cc1nccn1CCC(=O)O | -7 | -9 | -2 | 0 | -3 | -2 | 53 | 124 | -2.5 | 1.5 | -6
O=[N+]([O-])/C(C(Cl)=C(Cl)Cl)=C(/Sc1ccccc1)N1CCCCC1 | 2 | 9 | 0 | 7 | 4 | -5 | -1 | -7 | -0.1 | -0.7 | -4
Cc1ccc2nc3c(cc2c1)c(NS(=O)(=O)c1ccccc1)nn3CC(C)C | -6 | -13 | 4 | -2 | 8 | -5 | -14 | 0 | -0.2 | 1.3 | -2
COc1cc(NC(=O)Cn2nc(C(F)(F)F)c(Br)c2C)cc([N+](=O)[O-])c1 | -3 | 11 | 0 | 12 | 2 | -1 | -2 | -9 | -1.0 | 0.9 | -1
COc1ccc(-c2cc(C(=O)NC3CCCC3)c3ccccc3n2)cc1OC | -1 | 8 | 0 | -9 | 4 | -2 | 34 | -10 | -0.7 | 1.8 | -9
Cc1cc(C(=O)Nc2ccc(N3CCOCC3)c3nonc23)ccc1[N+](=O)[O-] | 2 | -12 | -1 | 7 | -4 | 1 | -26 | 16 | 1.0 | -1.8 | -5
CCOC(=O)c1cnc2c(OC)cccc2c1N1CCN(c2ccccc2OC)CC1 | -5 | -11 | 7 | 18 | -5 | 2 | 1 | + | -1.3 | -3.1 | -1

Compound profiles (already shown):
Results for Cc1ccccc1OCC(=O)Nc1ccc(N2CCOCC2)cc1N1CCOCC1 → RTF Ca sens inh: -10; PvdQ acylase: -13; NSD2 inh: 3; Rtt109 HAT inh: 0; cardiac RTF act: -6; Keap1 Nrf2 FP: -2; PfHsp90 set2: -12; SUMO Mot1 rescue: -14; C-LANA FP: -1.6; CDK5 p35 inh: 0.2; dFosB activator: -15
Results for COc1ccc(CC(=O)OCC(=O)Nc2ccc3c(c2)OCCO3)cc1OC → RTF Ca sens inh: -5; PvdQ acylase: -14; NSD2 inh: 1; Rtt109 HAT inh: 5; cardiac RTF act: -2; Keap1 Nrf2 FP: -5; PfHsp90 set2: -19; SUMO Mot1 rescue: 0; C-LANA FP: -0.3; CDK5 p35 inh: 0.1; dFosB activator: 6

(listing goes on)
SMILES | RTF Ca sens inh | PvdQ acylase | NSD2 inh | Rtt109 HAT inh | cardiac RTF act | Keap1 Nrf2 FP | PfHsp90 set2 | SUMO Mot1 rescue | C-LANA FP | CDK5 p35 inh | dFosB activator
CCOC(=O)N1CCC(NC(=O)c2cc(S(=O)(=O)NCCc3ccccc3)ccc2F)CC1 | 7 | -4 | -3 | 2 | -4 | -4 | -49 | -28 | -1.4 | -0.1 | -8
Cc1cc(Cl)c(S(=O)(=O)Nc2cccc(O)c2)cc1OCC(N)=O | -12 | -7 | 3 | -14 | 1 | 1 | 4 | 19 | 0.3 | -0.8 | 3
CCn1c(=O)c(C(=O)NCCCO)c(O)c2ccccc21 | 13 | -7 | 0 | -5 | 6 | -1 | 12 | 7 | 0.1 | 0.8 | -16
CCCN(Cc1nnc(-c2ccccc2Cl)o1)C(=O)c1cc2ccccc2o1 | -4 | 2 | 0 | -1 | -10 | -1 | -17 | 1 | -1.9 | 1.4 | -3
O=C(Nc1ccc([N+](=O)[O-])cc1Br)c1cc2ccccc2nc1Cl | 1 | -18 | 30 | 1 | -3 | 1 | 5 | 4 | 1.1 | -0.3 | 113*
CC1(C)CC(O)CC(C)(C)N1CC(O)COCc1ccccc1 (configuration not stated) | -13 | -7 | 3 | 3 | 3 | -1 | 11 | 287 | -1.8 | -1.3 | -5
O=C(CSc1nc2ccccc2c(=O)n1Cc1ccco1)N1CCN(c2ccccc2)CC1 | 2 | -10 | 4 | . | 6 | 2 | -3 | 73 | -0.5 | -0.2 | -2

4 entries drawn at random from the list so far, as already listed:
SMILES | RTF Ca sens inh | PvdQ acylase | NSD2 inh | Rtt109 HAT inh | cardiac RTF act | Keap1 Nrf2 FP | PfHsp90 set2 | SUMO Mot1 rescue | C-LANA FP | CDK5 p35 inh | dFosB activator
CCCN(Cc1nnc(-c2ccccc2Cl)o1)C(=O)c1cc2ccccc2o1 | -4 | 2 | 0 | -1 | -10 | -1 | -17 | 1 | -1.9 | 1.4 | -3
CCOC(=O)N1CCC(NC(=O)c2cc(S(=O)(=O)NCCc3ccccc3)ccc2F)CC1 | 7 | -4 | -3 | 2 | -4 | -4 | -49 | -28 | -1.4 | -0.1 | -8
Cc1cc(Cl)c(S(=O)(=O)Nc2cccc(O)c2)cc1OCC(N)=O | -12 | -7 | 3 | -14 | 1 | 1 | 4 | 19 | 0.3 | -0.8 | 3
CC1(C)CC(O)CC(C)(C)N1CC(O)COCc1ccccc1 (configuration not stated) | -13 | -7 | 3 | 3 | 3 | -1 | 11 | 287 | -1.8 | -1.3 | -5

Screens as filed in PubChem.
